High-throughput results: PubChem BioAssay, Sanford-Burnham Center for Chemical Genomics
RUNX1 CBFb-SMMHC – inhibitors of RUNX1 Runt–CBFb-SMMHC binding, biochemical, TR-FRET (AID 1438); Runt-related transcription factor 1 (Homo sapiens) + Core-binding factor subunit beta …; TR-FRET Runt domain–CBFb-SMMHC binding, biochemical; higher % means a stronger effect; inhibition, % at 20 µM, or IC50 in µM where a hit was titrated; 2,200 compounds, 2% hits; in the data active means inhibition from about 52%, or a potency from the dose series; inactive means the rest, 99 in 100 with inhibition below about 48%
An asterisk follows results filed as active. A portion of the library, so the mix of outcomes need not match the whole.

The opening 2 entries (preview)
COc1ccc(Cn2c(N)c(C(=O)NCc3ccco3)c3nc4ccccc4nc32)cc1OC was read as RUNX1 CBFb-SMMHC 27.6%.
Screening CCCOC(=O)c1c(N)n(Cc2cccs2)c2nc3ccccc3nc12 returned RUNX1 CBFb-SMMHC 30.2%.

Results, repeating the preview:
COc1ccc(Cn2c(N)c(C(=O)NCc3ccco3)c3nc4ccccc4nc32)cc1OC was read as RUNX1 CBFb-SMMHC 27.6%.
Screening CCCOC(=O)c1c(N)n(Cc2cccs2)c2nc3ccccc3nc12 returned RUNX1 CBFb-SMMHC 30.2%.
For Nc1c(C(=O)NCC2CCCO2)c2nc3ccccc3nc2n1Cc1ccco1 (stereo unspecified) the results were RUNX1 CBFb-SMMHC -10.4%.
`CC(C)CCOC(=O)c1c(N)n(CC2CCCO2)c2nc3ccccc3nc12` (stereo unspecified) gave RUNX1 CBFb-SMMHC 36.7%.
`O=C1NC(=O)N(c2ccccc2)C(=O)/C1=C\C=C\c1ccccc1` gave RUNX1 CBFb-SMMHC -6.2%.
CN1CC=C2C(C#N)=C(N)C(C#N)(C#N)C(c3ccncc3)C2C1 (stereo unspecified) was read as RUNX1 CBFb-SMMHC 18.5%.
CC(C)(C)OC(=O)c1c(N)n(Cc2ccco2)c2nc3ccccc3nc12 was read as RUNX1 CBFb-SMMHC 41.8%.
Screening COCCNC(=O)c1c(N)n(CCC(C)C)c2nc3ccccc3nc12 returned RUNX1 CBFb-SMMHC 36.7%.
For COCCCn1c(N)c(C(=O)OC(C)COC)c2nc3ccccc3nc21 (stereo unspecified) the results were RUNX1 CBFb-SMMHC 19.6%.
Screening Cc1c(C(=O)O)cccc1-n1c(C)cc(/C=C2\C(=O)NC(=O)N(c3ccc4c(c3)OCO4)C2=O)c1C returned RUNX1 CBFb-SMMHC -10.4%.
Screening CCCCCCn1c(N)c(C(=O)NCCN2CCOCC2)c2nc3ccccc3nc21 returned RUNX1 CBFb-SMMHC 38.7%.
`COc1ccc2c3c([nH]c2c1)C(C)=NCC3` gave RUNX1 CBFb-SMMHC 23.0%.

Part of the list above in order of count of non-hydrogen atoms, rising:
`O=C1NC(=O)N(c2ccccc2)C(=O)/C1=C\C=C\c1ccccc1` gave RUNX1 CBFb-SMMHC -6.2%.
Screening CCCCCCn1c(N)c(C(=O)NCCN2CCOCC2)c2nc3ccccc3nc21 returned RUNX1 CBFb-SMMHC 38.7%.
COc1ccc(Cn2c(N)c(C(=O)NCc3ccco3)c3nc4ccccc4nc32)cc1OC was read as RUNX1 CBFb-SMMHC 27.6%.
